Source: PubChem (several laboratories)
RSV antiviral HEp-2: inhibition of RSV-induced cytopathic effect – HEp-2 cells, primary 10 µM value included (AID 2391). actives 0.13% (n = 310,000). HEp-2 cells, RSV-induced CPE inhibition; higher % means a stronger effect. CPE inhibition, % at 10 µM, or IC50 in µM where a hit was titrated; in the data active means a potency from the dose series; inconclusive means CPE inhibition mostly from about 23% at the one dose, without a potency; inactive means the rest, 99 in 100 with CPE inhibition below about 21%; further: strong numbers were not always called active
West Nile antiviral: inhibition of WNV-induced cytopathic effect – cell-based, CPE readout (AID 1621); West Nile virus-infected cells, CPE inhibition; higher % means a stronger effect; CPE inhibition, % at 10 µM, or IC50 in µM where a hit was titrated; actives 0.02% (n = 290,000); in the data active means a potency from the dose series; inconclusive means CPE inhibition mostly from about 3.7% at the one dose, without a potency; inactive means the rest, 99 in 100 with CPE inhibition below about 2.2%; further: strong numbers were not always called active
WT yeast gro inh: growth inhibition of WT yeast, mitochondrial fusion screen. inhibition, % at 10 µM. mitochondrial fusion phenotypic screen, WT strain. actives 2.1% (n = 190,000); in the data active means inhibition above about 58%; tested in S. cerevisiae
Myeloid diff MLP: myeloid differentiation induction; actives 1% (n = 360,000); ER-HoxA9 myeloid progenitors, lysozyme-GFP differentiation, flow cytometry; calls only at 10 µM;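 active means normalized GFP-positive differentiation at or above the plate's own cutoff, the solvent-only control mean plus 3 SD; inconclusive means no clear call, values can overlap the other calls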;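 further: cells exposed to compound for four days before flow analysis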
Large T inhibition: SV40 large T antigen inhibitors, biochemical (AID 1903); SV40 large T antigen ATPase/helicase inhibition assay; higher % means a stronger effect; inhibition, % at 20 µM; hits with a dose series show IC50 in µM; actives 0.39% (n = 310,000); in the data active means a potency from the dose series; inconclusive means inhibition mostly from about 32% at the one dose, without a potency; inactive means the rest, 99 in 100 with inhibition below about 32%; further: strong numbers were not always called active
MgcRacGAP inhibition: MgcRacGAP GTPase-activating activity inhibitors, confirmation, biochemical, ADP Hunter fluorescence; actives 0.6% (n = 340,000); inhibition, % at 30 µM; hits with a dose series show IC50 in µM; MgcRacGAP-stimulated Rac1 GTP hydrolysis, ADP Hunter fluorescence; higher % means a stronger effect; GST-tagged Rac1 F28L mutant substrate;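 active means first-screen hits whose inhibition reached a set limit at any dose in the follow-up dose series; inconclusive means inhibition above the set first-screen limit but never retested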;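 further: fluorescence reports GDP produced by GAP-driven GTP hydrolysis; strong numbers were not always called active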
bCat nuc transl: modulators of beta-catenin nuclear translocation | HeLa beta-catenin nuclear translocation, immunofluorescence imaging | nuclear translocation activity, % at 5 µM | actives 0.3% (n = 190,000) | AID 1665;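 active means nuclear translocation activity above 50% at 5 µM, with a well cell count of 50 or more; inconclusive means wells under 50 cells across six images, flagged as toxic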;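 further: per-cell ratio of nuclear to cytoplasmic median beta-catenin stain intensity; plate controls were DMSO negative control for no effect and GSK-3 inhibitor IX positive control for full effect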
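Test system: human HeLa cells, endogenous beta-catenin. Times: 24 h compound exposure, 37°C. Measured by: beta-catenin immunofluorescence imaging with DAPI.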
T cell modulator: T cell immune modulation candidate. calls only at 7 µM. actives 0.068% (n = 330,000). 2C CD8+ T cell-vesicle binding, flow cytometry; active compounds read low;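 active means response, share of CD8 T cells binding vesicles, and their 90th percentile fluorescence all below set limits, cut at about 80% in these data, passing the limit was not always enough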
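Material: murine 2C transgenic CD8+ T lymphocytes / Also added: QL9-peptide-loaded Drosophila micro-vesicles bearing Ld, ICAM-1 and B7-1 / Schedule: binding step 1.5 h, 37 °C, antibody labelling 20 min, ice / Signal: flow cytometry, PE anti-B7-1 (FL2) versus Alexa647 anti-CD8 (FL8), PFA-fixed / Evaluation: percent CD8+ FL2 mean versus row control / Benchmarks: naked versus QL9-loaded vesicles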
Salmonella PhoP GFP: PhoP-dependent GFP reporter repression – Salmonella Typhimurium, primary screen (AID 1863); actives 0.16% (n = 300,000); S. Typhimurium PhoP-regulated promoter GFP reporter, 4 h; higher % means a stronger effect; inhibition, % at 50 µM, or IC50 in µM where a hit was titrated;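 active means inhibition over 29.93%, a cutoff 3 SD above the screen mean, later confirmed by dose response; inconclusive means inhibition over 29.93% but no dose response follow-up; inactive means inhibition at most 29.93% or unconfirmed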;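 further: 0% = low Mg2+ inducing control and 100% = high Mg2+ repressing control; strong numbers were not always called active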
WT yeast gro inh mutant strain: recorded beside WT yeast gro inh, whose call it bears; inhibition, %; mitochondrial fusion phenotypic screen, mutant strain inhibition
bCat nuc transl cell count 5 µM: further read-out of bCat nuc transl, marked with its call; cell count; measured here: cell count, cytotoxicity flag
T cell modulator vesicle-bound %: second read-out of T cell modulator, no call of its own (marks repeat the call); double positive events, %; measured here: CD8+ vesicle-bound cell fraction;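 binding gate set so that unloaded-vesicle control wells show 10% double positive cells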
Myeloid diff MLP GFP+ MAC1+ %: further read-out of Myeloid diff MLP, marked with its call; GFP+ MAC1+ double positive, %; measured here: differentiation confirmed by MAC1 staining
* marks the source's active call; other numbers are inactive results; i = inactive; u = inconclusive; x = no result given. Hits appear at their usual frequency (roughly 3.6% active in at least one column).

smiles	MgcRacGAP inhibition	Myeloid diff MLP	T cell modulator	RSV antiviral HEp-2	T cell modulator vesicle-bound %	Salmonella PhoP GFP	Large T inhibition	WT yeast gro inh mutant strain	bCat nuc transl cell count 5 µM	Myeloid diff MLP GFP+ MAC1+ %	WT yeast gro inh	bCat nuc transl	West Nile antiviral
Cn1c(CNC(=O)CNS(=O)(=O)c2ccc(F)cc2F)cc(=O)n(C)c1=O	4%	i	i	1.5%	2	2%	7%	x	x	0.2	x	x	0.3%
O=C(CSc1nc2ccccc2o1)c1cc2ccccc2oc1=O	7%	i	i	2.0%	34	27%	3%	8	1233	0.7	29	-2.9	0.5%
O=C(CCCn1cnc([N+](=O)[O-])n1)Nc1ccc(Cl)cc1Cl	1%	i	i	1.2%	49	-1%	-12%	16	1030	2.3	1	0.6	-0.7%
CC(=O)n1c(C=Nc2ccccc2)c(O)c2ccccc21	3%	i	i	3.9%	42	-7%	6%	44	1207	0.6	30	-1.9	0.2%
CCOc1ccc2[nH]c(=O)c(CN(CCO)Cc3nnnn3CCc3ccccc3)cc2c1	5%	i	i	3.3%	27	2%	1%	20	x	0.5	15	x	0.4%
CCOC(=O)NC1(NCc2ccccc2)Oc2ccccc2O1	3%	i	i	1.1%	5	-8%	-11%	3	1066	0.6	16	3.1	-1.2%
COc1ccccc1NC(=S)N1CCc2cc(OC)c(OC)cc2C1	8%	i	i	1.2%	46	-1%	3%	1	904	0.3	-8	-0.3	-0.5%
Cc1ccc(-c2cn(S(=O)(=O)c3cccc4nsnc34)nc2N)cc1	6%	i	i	20%	42	4%	15%	7	1247	0.8	26	-1.4	-0.3%
CSc1ccc(Cn2nnc(C(=O)Nc3ccc(C)c(C)c3)c2N)cc1	8%	i	i	2.9%	37	10%	8%	-16	x	1.3	7	x	0.9%
Cc1cccc(C(C(=O)NC2CCCCC2)N(Cc2cccnc2)C(=O)c2csnn2)c1 (stereo unspecified)	4%	i	i	1.9%	23	-2%	7%	x	x	0.8	x	x	-0.5%
COc1ccc(C2NC(Cc3ccccc3)(C(=O)O)C3C(=O)N(c4ccccc4OC)C(=O)C23)cc1 (stereo unspecified)	6%	i	i	0.4%	52	-2%	7%	2	1052	0.2	3	-1.1	0.4%
CCOC(=O)C1=C(O)CSC1=Nc1cccc2ccccc12	1%	i	i	8.6%	29	1%	8%	-8	454	2.5	-17	0.7	-2.2%
Cc1ccc(S(=O)(=O)ON=C2CCN(S(=O)(=O)c3ccccc3)CC2)cc1	2%	i	i	2.2%	28	8%	1%	14	x	0.6	35	x	1.1%
CCOC(Cn1c(CCCO)nc2ccccc21)OCC	3%	i	i	1.3%	45	-8%	9%	-2	x	3.3	-2	x	0.0%
COC(=O)Cc1c(O)ccn(Cc2ccc(OC)c(OC)c2)c1=O	3%	i	i	3.1%	50	-3%	6%	5	1455	0.4	-4	0.1	0.0%
COCCCNC(=O)Cn1nnc(-c2ccc(NC(=O)c3ccccc3F)cc2)n1	7%	i	i	1.2%	38	-6%	15%	-7	1193	0.8	1	-8.0	0.3%
O=C(NCc1nc2ccccc2[nH]1)c1ccc(S(=O)(=O)N2CCOCC2)cc1	-2%	i	i	-0.2%	29	-2%	1%	-5	1017	1.0	3	-5.9	-0.1%
C#CCOCCOCCOCCNc1nc(N2CCN(C(=O)CCCCCCCCCCNC(=O)Cn3cc(C[C@@H](C)O)nn3)CC2)nc(N2CCN(C(=O)CCCCCCCCCCNC(=O)[C@H](CCCN=C(N)N)n3cc(C[C@@H](C)CC)nn3)CC2)n1	9%	i	i	21%	35	-11%	8%	x	x	2.1	x	x	x
COc1cc(/C=N/NC(=O)c2cc(C)oc2C)cc(OC)c1OC	-2%	i	i	3.5%	20	3%	6%	-4	1048	0.4	-3	0.5	-0.6%
CCOc1ncccc1C(=O)OCC(=O)c1ccccc1Br	13%	i	i	1.3%	37	-7%	7%	-26	994	0.6	-4	1.2	0.3%
CCN(CC)CCNC(=O)CCn1nc(-c2ccc(Cl)cc2)ccc1=O	4%	i	i	0.1%	27	3%	7%	x	x	1.1	x	x	0.0%
Cc1ccc(C(=O)CCC(=O)Nc2ncccc2O)cc1	-3%	i	i	1.2%	55	5%	13%	x	x	1.7	x	x	x
Clc1cc(-c2ccccc2)nc(-c2ccccc2)n1	6%	i	i	2.0%	28	x	16%	x	x	0.4	x	x	x
NC(=O)c1cc(C(=O)Cc2ccc(Cl)cc2)c[nH]1	x	i	i	3.0%	59	4%	18%	x	x	0.8	x	x	0.0%
OC(COc1c(F)cc(Br)cc1F)CN1CCc2ccccc2C1 (stereo unspecified)	-20%	i	i	1.2%	52	2%	1%	x	x	0.4	x	x	-0.5%

4 structures out of the list, sorted by formula weight, falling:
smiles	MgcRacGAP inhibition	Myeloid diff MLP	T cell modulator	RSV antiviral HEp-2	T cell modulator vesicle-bound %	Salmonella PhoP GFP	Large T inhibition	WT yeast gro inh mutant strain	bCat nuc transl cell count 5 µM	Myeloid diff MLP GFP+ MAC1+ %	WT yeast gro inh	bCat nuc transl	West Nile antiviral
O=C(NCc1nc2ccccc2[nH]1)c1ccc(S(=O)(=O)N2CCOCC2)cc1	-2%	i	i	-0.2%	29	-2%	1%	-5	1017	1.0	3	-5.9	-0.1%
Cc1ccc(-c2cn(S(=O)(=O)c3cccc4nsnc34)nc2N)cc1	6%	i	i	20%	42	4%	15%	7	1247	0.8	26	-1.4	-0.3%
O=C(CCCn1cnc([N+](=O)[O-])n1)Nc1ccc(Cl)cc1Cl	1%	i	i	1.2%	49	-1%	-12%	16	1030	2.3	1	0.6	-0.7%
O=C(CSc1nc2ccccc2o1)c1cc2ccccc2oc1=O	7%	i	i	2.0%	34	27%	3%	8	1233	0.7	29	-2.9	0.5%

(further entries)
smiles	MgcRacGAP inhibition	Myeloid diff MLP	T cell modulator	RSV antiviral HEp-2	T cell modulator vesicle-bound %	Salmonella PhoP GFP	Large T inhibition	WT yeast gro inh mutant strain	bCat nuc transl cell count 5 µM	Myeloid diff MLP GFP+ MAC1+ %	WT yeast gro inh	bCat nuc transl	West Nile antiviral
CN(Cc1ccccc1)C(=O)c1ncn(C)c1C(=O)N(C)Cc1ccccc1	8%	i	i	-0.2%	12	x	x	x	x	1.8	x	x	x
CC(C)c1ccc(C(C(=O)NC2CCCCC2)N(C(=O)c2ccccn2)c2cccnc2)cc1 (stereo unspecified)	4%	i	i	1.5%	40	6%	6%	10	952	0.2	4	-3.3	-1.2%
O=C(c1cnc2n(c1=O)CCS2)N1CCN(c2ccc([N+](=O)[O-])cc2)CC1	11%	i	i	2.1%	35	6%	3%	0	1178	1.4	7	-2.2	-0.4%
Cc1[nH]n2c(=O)c3c(nc2c1-c1cccc2ccccc12)CCC3	7%	i	i	-0.7%	55	-6%	10%	-13	x	0.8	-21	x	-0.4%
O=C(Cn1cc([N+](=O)[O-])cn1)Nc1cccnc1	8%	i	i	0.9%	36	-8%	8%	9	1072	0.5	-8	0.1	0.7%
NC(=O)NCc1ccccc1Cl	5%	i	i	0.6%	53	-2%	10%	3	1146	0.2	-1	-2.1	0.1%
O=S(=O)(Nc1cccc(Oc2cnccn2)c1)c1ccc(F)cc1	0%	i	i	0.1%	46	-6%	11%	-12	1489	0.3	-8	0.5	-0.6%
COc1ccc(NCc2cc(=O)[nH]c3ccccc23)cc1	50µM*	i	i	2.0%	30	3%	23%	x	x	0.6	x	x	-0.4%
COC(=O)C1CCN(C(=O)COC(=O)CNS(=O)(=O)c2ccc(SC)c([N+](=O)[O-])c2)CC1	1%	i	i	0.0%	46	2%	9%	x	x	0.6	x	x	x
Cc1c(C(=O)OCC(=O)N2CC(C)OC(C)C2)oc2ccc(Br)cc12 (stereo unspecified)	5%	i	i	8.9%	26	-3%	4%	14	x	0.4	5	x	0.4%
COc1cccc(N2CCN(C(=O)c3oc4ccccc4c3NC(=O)CCc3cc(OC)no3)CC2)c1	6%	i	i	3.8%	26	-3%	26%	x	x	1.9	x	x	0.5%
Brc1cccc(CN2CCCCCC2)c1	27%	i	i	0.3%	45	-5%	3%	x	x	0.5	x	x	-0.4%
COc1ccccc1N1CCN(C(=O)COc2ccc(Cl)cc2)CC1	0%	i	i	2.1%	10	-11%	1%	8	848	4.3	-22	-2.4	-0.8%
O=C(CSc1nnc(-c2cccnc2)n1Cc1ccco1)N1c2ccccc2Sc2ccccc21	-2%	i	i	2.9%	50	-5%	17%	1	1148	1.3	8	-6.6	-0.3%
CCn1c2ccccc2c2cc(Nc3cc(C)nc4ncnn34)ccc21	3%	u	i	6.3%	29	5%	5%	12	311*	x	32	94*	0.4%
N#CCSc1nc2ccccc2c(=O)n1CCCC(=O)NCc1ccco1	-4%	i	i	2.0%	49	-7%	14%	6	1083	1.2	3	-0.3	-1.1%
Cc1cccc(N2C(S)=C(C#N)C(=O)NC2c2ccco2)c1 (stereo unspecified)	48%	i	i	2.2%	14	-8%	25%	0	1541	0.2	4	0.2	0.6%
